rTrxR1 inhibitor: qHTS Assay for Inhibitors of Mammalian Selenoprotein Thioredoxin Reductase 1 (TrxR1): qHTS. recombinant rTrxR1, NADPH fluorescence consumption, selenite substrate. Potency, µM (highest dose often 114 µM), for the others: at the highest dose activity change, negative = inhibition, most hits filed as inhibitors. 390,000 compounds, 1% hits; note: % is set by controls: 0 for no effect and ±100 for the full control effect; nearly all actives have a fitted effect of over 65% in size
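Rat TrxR1 (90 nM in the dispensed reagent) was pre-reduced with 400 uM NADPH for 5 min at room temperature, then incubated with compound for 15 min. After 400 uM selenite was added, NADPH fluorescence (Ex 340/Em 450 nm) was followed for 8 min.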
IDH1 R132H inh: qHTS for Inhibitors of mutant isocitrate dehydrogenase 1 (IDH1): qHTS. AID 602179, 2012. IDH1-R132H enzyme, NADPH consumption, diaphorase/resazurin fluorescence. Potency, µM (highest dose often 76.6 µM), for the others: at the top dose activity change, negative = inhibition, usual class: inhibitors. 390,000 compounds, 0.093% hits; note: % is set by controls: 0 for no effect and ±100 for the full control effect; nearly all actives have a fitted effect of over 65% in size
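IDH1-R132H (0.5 ug/mL dispensed) in pH 7.5 Tris buffer was preincubated 30 min with compound, then given a substrate mix of 0.016 mM NADPH and 2 mM alpha-KG for 80 min at room temperature; remaining NADPH was read by diaphorase/resazurin fluorescence.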
Vif-A3G inh: qHTS for Inhibitors of Vif-A3G Interactions: qHTS; DNA dC->dU-editing enzyme APOBEC-3G (Homo sapiens), Q9HC16; HeLa A3G-eYFP + Vif (tagged APOBEC3G with the HIV-1 protein that degrades it), YFP fluorescence, overnight; Potency, µM (series often up to 46.1 µM), for inactives: at the highest dose activity, negative = active, actives largely listed as inhibitors; 410,000 compounds, 0.076% hits; AID 602310, 2012;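 note: % is set by controls: 0 for no effect and ±100 for the full control effect; nearly all actives have a fitted effect of over 60% in size; hits raise eYFP signal because A3G escapes Vif-driven loss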
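HeLa cells stably expressing Vif and C-terminally eYFP-tagged A3G, seeded overnight at 37 deg C, then exposed to compound by pintool overnight at 37 deg C. Rise in yellow fluorescence (Ex 488/Em 500-530, Acumen) marks blocked Vif-driven A3G degradation.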
TrxR1 substrate: qHTS Assay for Substrates of Mammalian Selenoprotein Thioredoxin Reductase 1 (TrxR1): qHTS; Thioredoxin reductase 1, cytoplasmic (Rattus norvegicus), O89049; purified TrxR1 substrate turnover, NADPH consumption readout; Potency, µM (highest dose often 114 µM), for the others: at the highest dose activity change, negative = substrate turnover; 390,000 compounds, 0.01% hits; note: % is set by controls: 0 for no effect and ±100 for the full control effect; nearly all actives have a fitted effect of over 50% in size
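Rat TrxR1, dispensed at 90 nM, was prereduced with 400 uM NADPH (final) for 5 min at ~22 deg C, then incubated with compound 15 min before 400 uM selenite. A first-read NADPH fluorescence drop versus no-compound background flagged substrates.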
ALOX12 inh: Primary qHTS assay for inhibitors of human arachidonate 12S-lipoxygenase (ALOX12): Round 2 | Polyunsaturated fatty acid lipoxygenase ALOX12 (Homo sapiens), P18054 | purified 12hLO, xylenol orange hydroperoxide absorbance | Potency, µM (highest dose often 108 µM), for inactives: top-dose activity change, negative = inhibition, hits mostly inhibitors | 580,000 compounds, 1.1% hits | AID 1671190, 2021; note: % is set by controls: 0 for no effect and ±100 for the full control effect
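Purified human 12hLO at 150 nM in 25 mM Hepes, 0.01% Triton X-100, pH 7.0, preincubated 15 min at room temperature with compound. Reaction started with 40 uM arachidonic acid, 30 min at room temperature. Hydroperoxide measured by Fe-xylenol orange, 573/405 nm absorbance ratio.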
RXFP1 agonist: qHTS Assay for Agonists of the Relaxin Receptor RXFP1; 370,000 compounds, 0.3% hits; AID 2676, 2010; HEK293T-RXFP1 cAMP TR-FRET, 30 min; response scale: percent of porcine relaxin response, buffer zero; Potency, µM (titrated, usually from 57.5 µM), for the others: at the highest dose activation, actives largely listed as activators; note: % is set by controls: 0 for no effect and ±100 for the full control effect; nearly all actives have a fitted effect of over 60% in size; many of its hits are not listed in these tables
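Agonist response is measured as cAMP accumulation in an RXFP1-transfected HEK293T line under PDE4 inhibition. Values are scaled between buffer-only and 29 nM porcine relaxin, and EC50s come from standard Hill equation fits.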
Vif-A3F inh: qHTS for Inhibitors of Vif-A3F Interactions: qHTS. 390,000 compounds, 0.2% hits. Potency, µM (series often up to 46.1 µM), without a hit: at the top dose activity, negative = active. HeLa A3F-eYFP + Vif (tagged APOBEC3F with the HIV-1 protein that degrades it), YFP fluorescence increase; note: % of control where 0% means no effect; nearly all actives have a fitted effect of over 65% in size
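Fluorescence increase (Ex 488/Em 500-530) after overnight compound treatment at 37 deg C flags inhibition of Vif-driven A3F-eYFP loss in stable HeLa A3F-eYFP/Vif cells seeded overnight beforehand.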
RGS4 inh: Inhibitors of Regulator of G Protein Signaling (RGS) 4: qHTS | Transcreener GDP fluorescence polarization, RGS4-accelerated GTP hydrolysis | AID 504845, 2011 | Regulator of G-protein signaling 4 (Homo sapiens), P49798 | Potency, µM (series often up to 114 µM), for the others: at the top dose activity change, negative = inhibition, most hits filed as inhibitors | 390,000 compounds, 0.039% hits; note: % is set by controls: 0 for no effect and ±100 for the full control effect; nearly all actives have a fitted effect of over 75% in size; some results filed as inactive show a strong effect at the top dose
Target sequence (P49798 whole entry, looked up): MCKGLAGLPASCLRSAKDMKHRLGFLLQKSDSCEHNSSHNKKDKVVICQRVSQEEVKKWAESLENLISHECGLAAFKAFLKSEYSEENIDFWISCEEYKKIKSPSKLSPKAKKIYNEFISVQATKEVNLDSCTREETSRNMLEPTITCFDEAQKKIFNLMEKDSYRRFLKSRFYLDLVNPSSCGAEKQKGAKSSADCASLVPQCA
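MLSMR compounds (23 nl, pin-transferred) preincubated 10 min at room temperature with a 500nM (2x) first reagent, then RGS4 at 900nM (2x) plus Transcreener GDP mix added; fluorescence polarization (620/688 nm) read before and after 90 min at 30 °C.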
USP1 inh: Inhibitors of USP1/UAF1: Primary Screen; 390,000 compounds, 0.23% hits; recombinant USP1/UAF1, Ub-Rhodamine cleavage fluorescence; AID 743255, 2014; Ubiquitin carboxyl-terminal hydrolase 1 (Homo sapiens), O94782; Potency, µM (top dose mostly 57.1 µM), without a hit: at the top dose activity change, negative = inhibition, usual class: inhibitors; note: % is set by controls: 0 for no effect and ±100 for the full control effect; nearly all actives have a fitted effect of over 60% in size; inactives centre near -12
Target sequence (O94782 whole entry, looked up): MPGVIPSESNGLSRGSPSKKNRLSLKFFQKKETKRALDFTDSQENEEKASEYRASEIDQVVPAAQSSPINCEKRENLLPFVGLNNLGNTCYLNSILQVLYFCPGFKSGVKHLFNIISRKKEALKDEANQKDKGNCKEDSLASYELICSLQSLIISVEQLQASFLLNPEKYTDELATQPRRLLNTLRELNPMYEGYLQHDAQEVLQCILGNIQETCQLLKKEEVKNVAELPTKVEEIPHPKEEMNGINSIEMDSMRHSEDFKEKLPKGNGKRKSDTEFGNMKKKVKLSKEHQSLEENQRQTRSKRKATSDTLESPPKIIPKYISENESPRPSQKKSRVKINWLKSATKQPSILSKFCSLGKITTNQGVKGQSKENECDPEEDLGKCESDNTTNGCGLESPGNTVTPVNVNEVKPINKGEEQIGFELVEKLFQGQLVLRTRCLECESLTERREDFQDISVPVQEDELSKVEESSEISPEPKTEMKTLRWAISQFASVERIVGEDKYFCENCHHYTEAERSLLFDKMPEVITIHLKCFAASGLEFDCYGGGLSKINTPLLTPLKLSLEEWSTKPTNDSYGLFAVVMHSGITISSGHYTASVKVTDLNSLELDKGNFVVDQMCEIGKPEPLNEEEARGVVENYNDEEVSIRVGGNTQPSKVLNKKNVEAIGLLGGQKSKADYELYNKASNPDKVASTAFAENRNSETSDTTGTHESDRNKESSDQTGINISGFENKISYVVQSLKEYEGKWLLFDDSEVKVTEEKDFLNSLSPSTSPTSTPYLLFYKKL
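USP1/UAF1 complex at 1 nM was preincubated with compound for 15 min at room temperature, then Ub-Rho substrate (150nM final) was added. Fluorescence (480/540 nm) was read kinetically, 6 reads every 60 seconds.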
An asterisk follows results filed as active; i = inactive; u = inconclusive; x = no result given; & = joins results of further samples; [ ] = remark or other dose. Calls come from the whole dose curve; as a rule, active = well fitted curve in the direction sought with a large enough effect; inconclusive = small, poorly fitted or top-dose-only effect, or another doubt; inactive = no such curve, though single readings can be large; an effect the other way counts as inactive or inconclusive. Potency is the fitted concentration of half-maximal effect. Not all compounds are listed, so the mix of outcomes need not match the whole.

Molecule	Vif-A3G inh	RGS4 inh	ALOX12 inh	TrxR1 substrate	Vif-A3F inh	USP1 inh	rTrxR1 inhibitor	RXFP1 agonist	IDH1 R132H inh
O=C(c1ccccc1-c1nc2ccccc2[nH]1)N1CCOCC1	-1%	21%	i	13%[57.1 µM]	-5%	-14%	17%[57.1 µM]	0.9%	-2%
COc1ccc(-c2[nH]ncc2/C=N/NC(=O)c2ccncc2)c(OC)c1	0%	4%	0%	-7%	9%	-24%	2%	-2.8%	1%
CCOc1ccc(S(=O)(=O)NCCc2sc(-c3ccc(C)cc3)nc2C)cc1	10%	-51%	2%	-2%[57.1 µM]	0%	7%	10%[57.1 µM]	-0.9%	-8%
c1ccc2sc(Cc3nnc4n3CCCCC4)nc2c1	1%	3%	1%	27%	-2%	-21%	12%	0.8%	-3%
Cc1ccc(-n2c(C)nnc2SCC(=O)NC2CCCC2)cc1	1%	3%	-2%	-2%	-13%	-10%	4%	1.2%	4%
CC(=O)N1CC(=O)N(Cc2ccccc2)/C(=C/c2ccccc2)C1=O	1%	0%	0%	1%	0%	-16%	23%	-0.7%	-1%
O=C(COc1cccc(F)c1)Nc1nc(-c2cccnc2)cs1	-1%	-17%	359%[activator]	2%	5%	-14%	24%	1.3%	-7%
CN(c1ccccc1)S(=O)(=O)c1cccc(NC(=O)c2cccc(C#N)c2)c1	-1%	-4%	24%	-4%	-5%	-11%	0%	-0.9%	-4%
Cc1ccc2nc(SCC(=O)N3CCC(Cc4ccccc4)CC3)nc(=O)n2c1	4%	-24%	10%	6%[57.1 µM]	-8%	-18%	11%[57.1 µM]	4.2%	1%
CCCCCC(=O)Nc1ccccc1N1CCOCC1	0%	-3%	-15%	11%	4%	-8%	22%	-1.7%	-1%
CN1CCN(C(=O)c2ccc(-n3cccn3)nc2)CC1	2%	-37%	-7%	-5%	12%	-25%	6%[57.1 µM]	0.5%	5%
CCOc1cc(C=O)cc(Br)c1OCC(N)=O	8%	-6%	-4%	0%	-15%	-26%	17%	1.7%	-7%
O=C(NCC(=O)N1CCN(Cc2ccccc2)CC1)c1ccccc1Cl	-1%	x	-29%	x	1%	-18%	x	x	0%
COc1ccc(OC)c(C(=O)c2ccc(C(=O)Nc3ccc4ccccc4c3)cc2)c1	-4%	0%	-1%	-7%	1%	-20%	-7%	0.5%	-3%
CCC(C(=O)N1CCN(C(=O)c2ccco2)CC1)c1ccccc1 (stereo not given)	0%	-3%[56.9 µM]	-15%	2%	-1%	-1%	1%	-0.9%	2%

The listing continues:
Molecule	Vif-A3G inh	RGS4 inh	ALOX12 inh	TrxR1 substrate	Vif-A3F inh	USP1 inh	rTrxR1 inhibitor	RXFP1 agonist	IDH1 R132H inh
CSCC[C@H](NC(=O)N1CCn2c1nc1ccccc12)C(=O)NCc1ccco1	-7%	-50%[56.9 µM]	15%	8%[57.1 µM]	5%	-9%	0%[57.1 µM]	2.3%	-7%
O=C1NC(c2cccc(Br)c2)=N/C1=C\c1ccco1	1%	-23%[11.4 µM]	45µM*	-1%	-8%	-25%	u	-0.4%	0%
Cc1cc(C)cc(NC(=O)COC(=O)c2cc(C)oc2C)c1	1%	5%	0%	-3%	-12%	-20%	14%	-0.1%	20%
CCCOc1ccc(-c2nonc2NC(=O)c2cc(OC)c(OC)c(OC)c2)cc1OCCC	3%	-4%	-25%	3%	6%	u	6%	-0.3%	-20%
O=C(O)C1CC=CCC1C(=O)N1CCN(c2nc(-c3ccccc3Cl)c3cc(Br)ccc3n2)CC1 (stereo not given)	3%	u	u	-8%	-2%	-19%	u	29%	-20%
COc1ccc(/C=C2\CCCC3C2=NN(C(=O)CSc2ncn[nH]2)C3c2ccc(OC)cc2)cc1 (stereo not given)	-1%	-5%	-3%	10%[57.1 µM]	9%	-11%	6%[57.1 µM]	1.1%	-2%
COc1ccccc1C(=O)NCC(=O)NCCSc1ccc(Br)cc1	2%	-7%	3%	-12%	-3%	-2%	-9%	1.5%	0%
CCc1ccc(OC(C)c2nnc(SCC(=O)Nc3ncccc3C)n2C)cc1 (stereo not given)	0%	3%	1%	-7%	-9%	4%	-2%	3.4%	3%
CN(C(=O)COC(=O)CCC(=O)c1ccc(F)cc1)C1CCCCC1	1%	16%	14%	-7%[2.29 µM]	-8%	-4%	-11%[2.29 µM]	x	-11%
CC(C)(C)C(CN1CCCC1)OC(=O)c1ccccc1 (stereo not given)	3%	-8%	-2%&13%	14%[57.1 µM]	-1%	-16%	17%[57.1 µM]	-0.3%	3%
Cc1cc(C)n(C(=O)c2ccc(S(=O)(=O)N3CCCC3)cc2)n1	-1%	14%	0%	-5%[57.1 µM]	-11%	-19%	3%[57.1 µM]	0.7%	7%
O=S(=O)(c1ccc(S(=O)(=O)N(Cc2ccc(F)cc2)C2CCCC2)cc1)N1CCCC1	-10%	-13%	-16%	1%	2%	-23%	17%	0.4%	0%
O=C(/C=C/c1cccc(F)c1)OCC(=O)c1ccc[nH]1	5%	7%	-11%	6%	-3%	-25%	21%	x	-9%
COc1ccc(C(=O)N(C)C2CCCCC2)cc1S(=O)(=O)N1CCOCC1	1%	1%	348%[activator]	-5%	-6%	-3%	10%	0.4%	1%
Cc1nc([N+](=O)[O-])cn1CCC#N	3%	-4%	-1%	-7%	0%	-5%	4%	-0.9%	-5%

Next section.
Molecule	Vif-A3G inh	RGS4 inh	ALOX12 inh	TrxR1 substrate	Vif-A3F inh	USP1 inh	rTrxR1 inhibitor	RXFP1 agonist	IDH1 R132H inh
CC1=C(C(=O)N(C)C)CC(CC(=O)NCC2CCCCC2)C(=O)N1CCCN1CCCC1=O (stereo not given)	0%	x	u	x	-5%	-31%	x	x	2%
O=C(O)COc1ccccc1/C=N/NC(=O)c1ccc2c(c1)OCCO2	-2%	11%	5%	1%	10%	-1%	9%	4.0%	6%
Cn1c(=O)c2c3c(sc2n2c(SCC(N)=O)nnc12)CC(C(C)(C)C)CC3 (stereo not given)	2%	-9%	1%	2%[57.1 µM]	-2%	-16%	9%[57.1 µM]	-0.3%	3%
O=C(CCN1C(=O)/C(=C/c2ccccc2Cl)SC1=S)Nc1ccccn1	-2%	4%	5%	10%	-3%	-13%	38%[activator]	4.6%	-3%
COc1ccc(C2=NN(C(=O)CCC(=O)O)C(c3ccc(OC)c(OC)c3)C2)cc1 (stereo not given)	-6%	16%	0%	-13%	-5%	-2%	-10%[57.1 µM]	0.6%	5%
COc1ccc(NC(=O)NC2CC3CCCC(C2)N3Cc2ccccc2)cc1 (stereo not given)	-2%	5%	0%	5%	-11%	-2%	10%	-0.1%	-3%
CC(COc1ccc(/C=C/c2ccccc2)cc1)[N+](C)(C)C (stereo not given)	3%	u	u	12%[57.1 µM]	1%	-22%	24%[57.1 µM]	-1.6%	-1%
O=S(=O)(Nc1ccccn1)c1cc(Cl)ccc1Cl	-1%	-10%	6%	18%	8%	-22%	26%	-0.1%	-7%
CCCN(CCC)C(=O)CCSCCC(=O)N(CCC)CCC	-1%	-13%	-19%	4%	-16%	-18%	22%	0.5%	-1%
CN(CC(=O)O/N=C(\N)c1ccc(Br)cc1)S(=O)(=O)c1ccccc1	6%	-5%	5%	-2%	2%	-6%	8%	-3.6%	9%
COc1ccc(C(=O)Nc2nc(-c3ccccc3)c(C(C)=O)s2)c(OC)c1	1%	-18%	-7%	-5%	-2%	-6%	13%[57.1 µM]	27%	4%
CN(C)CCNc1ccc2nnn3c4ccc(O)cc4c(=O)c1c23	-11%	-26%	3%	-17%	u	-9%	-21%	x	6%

Entries of single compounds, looked up by structure. Screens in order: Vif-A3G inh, RGS4 inh, ALOX12 inh, TrxR1 substrate, Vif-A3F inh, USP1 inh, rTrxR1 inhibitor, RXFP1 agonist, IDH1 R132H inh
Cn1c(=O)c2c3c(sc2n2c(SCC(N)=O)nnc12)CC(C(C)(C)C)CC3 (stereo not given) reads 2%, -9%, 1%, 2%[57.1 µM], -2%, -16%, 9%[57.1 µM], -0.3%, 3%
Cc1ccc2nc(SCC(=O)N3CCC(Cc4ccccc4)CC3)nc(=O)n2c1 reads 4%, -24%, 10%, 6%[57.1 µM], -8%, -18%, 11%[57.1 µM], 4.2%, 1%
COc1ccc(NC(=O)NC2CC3CCCC(C2)N3Cc2ccccc2)cc1 (stereo not given) reads -2%, 5%, 0%, 5%, -11%, -2%, 10%, -0.1%, -3%

Assay outcomes as filed in PubChem.
